Screens as filed in PubChem.
EBV gp42 block: Epstein-Barr virus gp42 inhibitors, primary screen, biochemical, uHTS, fluorescence polarization. 220,000 compounds, 0.42% hits. Glycoprotein 42 (Epstein-Barr virus (strain AG876)), Q1HVG2. Fluorescence polarization binding assay, mP read-out. inhibition, % (tested at 21.74 µM); in the data active = inhibition above about 50%
Target sequence (Q1HVG2 whole entry, looked up): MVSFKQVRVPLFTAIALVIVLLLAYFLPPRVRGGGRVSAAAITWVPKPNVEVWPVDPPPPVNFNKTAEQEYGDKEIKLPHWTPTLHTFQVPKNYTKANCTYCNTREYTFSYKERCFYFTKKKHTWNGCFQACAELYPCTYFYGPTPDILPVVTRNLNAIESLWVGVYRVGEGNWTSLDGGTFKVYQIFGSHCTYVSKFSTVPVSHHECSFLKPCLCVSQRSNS
Runt-CBFb FRET: inhibitors of RUNX1 Runt–CBFb binding, primary screen, biochemical, FRET, Cerulean-Runt, Venus-CBFb, uHTS; Cerulean-Runt/Venus-CBFb FRET ratio 530/480, 1 h; inhibition, % at 20 µM; 220,000 compounds, 0.46% hits; AID 1496, 2009;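 active = inhibition over about 50% at 20 µM in the single-dose screen, limit read from the data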;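 note: 0% = DMSO wells and 100% = excess unlabeled CBFb competitor control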
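Assay system: Cerulean-Runt domain / Medium: Tris 50 mM pH 7.5, KCl, K2SO4, 0.01% BSA / Timing: protein complex preformed 1 h, compound exposure 1 h, room temperature, dark / Measured by: FRET, excitation 422 nm, emission at 530 and 480 nm / Evaluation: loss of energy transfer signal / Control set: 5 µM unlabeled CBFb as full-inhibition high control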
Hck Nef HTS: inhibitors of Nef-activated human Hck kinase, primary screen, biochemical, Z-Lyte FRET, 384-well, Hck-YEEI; Recombinant Hck-YEEI plus Nef, Z-Lyte FRET kinase assay; AID 463187, 2010; Tyrosine-protein kinase HCK (Homo sapiens), P08631; inhibition, % at 20 µM; 220,000 compounds, 0.68% hits;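 active = Hck-Nef kinase inhibition above about 50%, limit read from the data; inactive = inhibition below that limit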;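 note: 0% = DMSO with Hck plus Nef and 100% = Hck alone without Nef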
Target sequence (P08631 whole entry, looked up): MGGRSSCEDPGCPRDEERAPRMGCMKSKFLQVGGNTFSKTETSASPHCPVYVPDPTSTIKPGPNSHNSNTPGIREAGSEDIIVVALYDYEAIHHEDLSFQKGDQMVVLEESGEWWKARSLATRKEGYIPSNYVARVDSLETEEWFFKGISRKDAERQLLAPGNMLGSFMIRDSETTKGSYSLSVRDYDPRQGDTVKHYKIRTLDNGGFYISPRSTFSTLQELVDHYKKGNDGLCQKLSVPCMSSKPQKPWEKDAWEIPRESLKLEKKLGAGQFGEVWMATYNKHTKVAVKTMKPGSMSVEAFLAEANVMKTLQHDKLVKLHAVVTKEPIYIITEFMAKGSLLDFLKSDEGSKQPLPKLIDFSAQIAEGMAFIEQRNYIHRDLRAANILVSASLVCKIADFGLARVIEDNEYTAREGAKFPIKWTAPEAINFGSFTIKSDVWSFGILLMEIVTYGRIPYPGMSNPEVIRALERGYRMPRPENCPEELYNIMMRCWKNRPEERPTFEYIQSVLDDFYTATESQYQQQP
14-3-3 Bad PPI: inhibitors of 14-3-3 zeta/Bad binding, primary screen, biochemical, TR-FRET, bovine 14-3-3 zeta | TR-FRET 14-3-3zeta/Dy647-pBad peptide displacement, 1 h | inhibition, % at 21.7 µM | 14-3-3 protein zeta/delta (Bos taurus), P63103 | 220,000 compounds, 0.71% hits;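 active = inhibition above about 70%, limit read from the data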;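 note: 0% = full 14-3-3 plus peptide FRET controls and 100% = background without 14-3-3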
Target sequence (P63103 whole entry, looked up): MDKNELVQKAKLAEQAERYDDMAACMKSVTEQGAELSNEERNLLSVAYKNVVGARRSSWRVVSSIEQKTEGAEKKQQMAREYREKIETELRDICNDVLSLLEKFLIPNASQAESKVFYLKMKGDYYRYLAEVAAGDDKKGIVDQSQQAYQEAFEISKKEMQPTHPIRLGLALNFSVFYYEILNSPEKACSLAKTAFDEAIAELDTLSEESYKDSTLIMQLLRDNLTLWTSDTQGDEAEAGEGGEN
p47phox inh: p47phox/p22phox peptide binding inhibitors, primary screen, biochemical, uHTS, NADPH oxidase regulatory subunit; Neutrophil cytosol factor 1 (Homo sapiens), P14598; fluorescence polarization, 2 h; inhibition, % at 24.7 µM; 220,000 compounds, 0.53% hits; AID 1274, 2008;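 active = inhibition above about 30%, limit read from the data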;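 note: 0% = p47phox with labelled peptide and 100% = labelled peptide alone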
Runt-SMMHC FRET: inhibitors of RUNX1 Runt–CBFb-SMMHC binding, primary screen, biochemical, FRET, Cerulean-Runt, Venus-CBFb-SMMHC, uHTS; Runt-related transcription factor 1 (Homo sapiens) + Core-binding factor subunit beta …; Cerulean-Runt/Venus-CBFb-SMMHC FRET ratio 530/480, 1 h; inhibition, % at 20 µM; 220,000 compounds, 0.74% hits; AID 1434, 2008;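 active = mean inhibition across duplicate retests at 20 µM reaching about 50%, limit read from the data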;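 note: 0% = DMSO wells and 100% = wells with excess untagged CBFb-SMMHC; inhibitors lower the FRET ratio by blocking Runt binding to CBFb-SMMHC; some results filed as inactive read as strong as hits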
L929 necroptosis: inhibitors of zVAD-triggered necroptosis, primary screen, L929 cells; viability rescue, % at 10 µM; L929 zVAD necroptosis rescue, ATP luminescence, 24 h; with zVAD 60 µM; 220,000 compounds, 0.38% hits;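 active = activation, scaled between plate controls, above about 75%, limit read from the data; inactive = activation under that limit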;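 note: 0% = zVAD with DMSO and 100% = DMSO alone without zVAD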
TbHK1 inh: Trypanosoma brucei hexokinase 1 inhibitors, primary screen, biochemical, G6PDH-coupled NADH absorbance, MLSCN library; hexokinase 1 [Trypanosoma brucei]; recombinant TbHK1, G6PDH-coupled NADH A340; inhibition, % at 10 µM; 220,000 compounds, 0.11% hits;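 active = inhibition of 50% or more in the single-dose primary screen; inactive = inhibition below 50%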
MDM2 E3 inh: MDM2-luciferase reporter signal enhancers, primary screen, MDM2 E3 ligase inhibitor project, cell-based, luminescence, 1536-well. E3 ubiquitin-protein ligase Mdm2 (Homo sapiens), Q00987. cell-based MDM2 ubiquitination luciferase reporter, 2 h; 0 = plate control, 100 = twice control, blank-subtracted. signal enhancement, % at 5 µM. 210,000 compounds, 0.11% hits. AID 1230, 2008;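 active = signal enhancement of 30% or more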;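 note: luminescence tracks abundance of the self-degrading MDM2-luciferase fusion protein; higher signal means inhibition of MDM2 E3 ligase activity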
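Material: Stable MDM2–luciferase fusion reporter cells | Amount: 2000 cells seeded into each well | Dosing: One concentration, 5 µM, with 0.2% DMSO | Incubation: 4 h cell settling then 2 h compound exposure, 37 °C | Measured by: Luciferase luminescence | Read-out basis: % enhancement relative to plate controls after blank subtraction | Benchmarks: Control and blank well means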
* marks the source's active call; other numbers are inactive results; nt = no result given; [ ] = dose if it differs, or a comment. Compounds were not picked by outcome; 3.2% or so of the library scored in one or more.

SMILES	EBV gp42 block	Runt-CBFb FRET	Hck Nef HTS	14-3-3 Bad PPI	p47phox inh	Runt-SMMHC FRET	L929 necroptosis	TbHK1 inh	MDM2 E3 inh
C/C(=N\Nc1cccc(C(=O)O)c1)c1ccc2c(c1)Nc1ccccc1S2	16	15	23	11	1	-2	1.8	-4	-13
N#Cc1cc2c([nH]c1=S)CCCC2	-26	4	-21	-6	22	-2	nt	-4	1
CC(NC(=O)/C(=C/c1ccc(OC(F)F)cc1)c1ccccc1)c1ccccc1 (configuration not stated)	4	-2	1	3	-5	0	1.5	14	-18
Cc1cccc(-c2cc(=O)c(C(=O)O)cn2-c2ccc(F)cc2F)c1	-14	-1	24	-4	-6	-2	-0.5	1	4
CC1CC(=O)C2=C(C1)Nc1ccccc1SC2c1ccc(F)cc1 (configuration not stated)	-11	1	2	-16[fluorescence artefact?]	-10	-1	0.6	-12	-5
Cc1ccc2c(c1)N(CC(=O)NCc1cccs1)C(=O)C(C)O2 (configuration not stated)	-4	nt	2	-9	-7	1	0.1	6	-3
O=C(O)CCSc1ccc([N+](=O)[O-])cc1[N+](=O)[O-]	-2	3	15	-10	8	4	2.1	-24	-2
CCOC(=O)C1CCCN(C(=O)Cc2ccc(OC)c(OC)c2)C1 (configuration not stated)	7	-2	2	-2	-15	2	-0.1	4	-9
O=C(c1ccc2c(Cl)c3c(nc2c1)CCCC3)N1CCC(N2CCCCC2)CC1	-14	2	-7	-5	2	-2	nt	0	nt
FC(F)(F)c1ccc(-n2cn[nH]c2=S)cc1	0	10	12	-6	-10	3	0.6	-7	-17
CCn1c(SCC(=O)c2ccc3ccccc3c2)nnc1-c1ccco1	-7	15	-2	-1	-25	7	0.3	-8	-2
CCOc1ccc(NC(=O)C2(c3ccc(OC)c(OC)c3)CCCC2)cc1	-6	0	-1	-9	1	3	0.2	-3	16
O=C(Cc1ccc(-n2c(=O)c3ccccc3n(Cc3ccccc3Cl)c2=O)cc1)NCC1CCCO1 (configuration not stated)	-12	-1	21	-12	-6	-8	4.6	-7	30*
Cc1cccc2nc(Cn3c(=O)n(CCCC(=O)NCc4ccco4)c(=O)c4ccccc43)cc(=O)n12	-3	-1	-10	-4[fluorescence artefact?]	-9	-6	nt	-14	-2
O=C(OCn1nnc2ccccc2c1=O)c1cn(-c2ccccc2)nc1-c1cccnc1	-31	-2	0	9[fluorescence artefact?]	13	-5	-0.1	6	0
CCOC(=O)c1c(NC(=O)c2cccs2)sc2c1CC(C)(C)OC2	-9	-4	-8	-1	-20	3	1.3	-8	5
CC(C)Oc1ccc(Oc2ccc(C(F)(F)F)cn2)cc1	6	-1	-1	-2	12	-3	-0.7	-4	-14
COc1cccc(CNC(=O)c2cc3oc4ccccc4c3n2C)c1OC	10	0	2	-13	-3	-5	-0.1	2	-40
CC(=O)Nc1nc2c(C)c(Cl)ccc2s1	-2	-1	20	8	-1	-1	0.8	6	-9
N#CC1=C(N)OC2=C(CC/C2=C\c2ccccc2)C1c1ccccc1 (configuration not stated)	95*	-22	4	1	-22	-182	8.7	-6	-12
CCOC(=O)CN(C(=O)CCC(=O)Nc1cc(C)on1)C(C(=O)NC1CCCC1)c1cccnc1 (configuration not stated)	-4	nt	0	12	-5	1	-0.1	0	-12
Cc1ccc(COc2ccc(C)nc2[N+](=O)[O-])cc1	-8	-2	6	-5	5	-2	-0.4	-2	-19
Cc1ccc2cc(C)c3nnc(SCC(=O)c4cccs4)n3c2c1C	13	0	2	-3	-10	-3	0.2	-14	-10
CCCCn1c(=O)[nH]c(=O)c2c1nc(-c1ccc(C(F)(F)F)cc1)n2C	-8	-1	15	15	3	0	2.3	0	-8

A draw from above in order of heavy-atom count, rising:
SMILES	EBV gp42 block	Runt-CBFb FRET	Hck Nef HTS	14-3-3 Bad PPI	p47phox inh	Runt-SMMHC FRET	L929 necroptosis	TbHK1 inh	MDM2 E3 inh
CCOC(=O)c1c(NC(=O)c2cccs2)sc2c1CC(C)(C)OC2	-9	-4	-8	-1	-20	3	1.3	-8	5
CCCCn1c(=O)[nH]c(=O)c2c1nc(-c1ccc(C(F)(F)F)cc1)n2C	-8	-1	15	15	3	0	2.3	0	-8
CCOC(=O)CN(C(=O)CCC(=O)Nc1cc(C)on1)C(C(=O)NC1CCCC1)c1cccnc1 (configuration not stated)	-4	nt	0	12	-5	1	-0.1	0	-12

Additional structures.
SMILES	EBV gp42 block	Runt-CBFb FRET	Hck Nef HTS	14-3-3 Bad PPI	p47phox inh	Runt-SMMHC FRET	L929 necroptosis	TbHK1 inh	MDM2 E3 inh
Cc1cc(NC(=O)c2cccc(C(=O)Nc3cc(C)on3)n2)no1	4	-1	1	9	11	-8	-0.3	3	-3
Cc1nnc2sc(SCc3cccc(Cl)c3)nn2c1=O	-26	0	-3	7	-16	2	1.5	-14	-12
CCn1cc(C=O)c2cc(S(=O)(=O)N3CCOCC3)ccc21	8	0	-11	-2	-3	4	nt	7	-6
COc1ccc(C2(CNC(C)=O)CCOCC2)cc1OC	1	2	-1	8[fluorescence artefact?]	-10	3	0.3	-4	-2
O=C(NC1CC1)C1=C[C@H](c2c[nH]c3ccccc23)C[C@H](OCc2ccc(CO)cc2)O1	-3	2	17	-4	-8	27	-0.4	-11	7
Cc1ccc(S(=O)(=O)CCc2nnc(N)s2)cc1C	-3	-1	3	-6	-1	-1	-0.3	3	-6
Cc1nn(-c2ccccc2)c(N2CCCC2)c1/C=C1\N=C(c2ccc(OC(C)C)cc2)OC1=O	43	-44	-1	-5	-33	-115	0.3	-3	-8
NC(=O)CSc1nnc(-c2ccc(S(=O)(=O)N3CCCC3)cc2)o1	-13	-1	6	-5[fluorescence artefact?]	-10	1	0.2	-4	-7
CCOC(=O)c1c(-c2ccc(C)o2)csc1NC(=S)NC(=O)c1cccs1	-15	37	13	8	-7	26	1.4	13	3
COc1ccc(NS(=O)(=O)c2ccc(C)c(NC(=O)c3ccc(C)c(S(=O)(=O)N4CCOCC4)c3)c2)cc1	9	-1	-1	5[fluorescence artefact?]	-7	4	-0.2	-4	0
Cc1ccc(C)c(NC(=O)c2cc3ccccn3n2)c1	-2	0	11	-2	-4	2	0.3	10	-15
Cc1ccc(NC(C(N)=O)c2c(C)[nH]c(=O)[nH]c2=O)cc1 (configuration not stated)	-16	1	9	1	-12	-2	-1.3	-1	-18
COC(=O)[C@H](Cc1ccccc1)NC(=O)O[C@@H]1C(=O)c2cc(Br)ccc2O[C@H]1c1cccc(OC)c1	-5	-2	-3	-3	-3	1	7.0	-3	nt
COc1ccc(C(=O)NC(=S)NCc2ccccc2)cc1	1	0	-1	-13	-2	-1	-0.1	-2	1
COc1ccc(C(=O)n2nc(-c3ccco3)nc2SC)cc1OC	-4	17	9	3	-12	10	-0.4	2	-29
CCCOc1ccc(C(C(=O)OCCN(CC)CC)c2ccccc2)cc1 (configuration not stated)	-12	-1	-2	55	-1	0	0.5	6	2
Cc1ccc(NC(=O)CS(=O)CC(=O)Nc2ccc(N3CCOCC3)cc2)cc1Cl (configuration not stated)	19	0	0	nt	10	-6	1.0	9	-14
COc1ccc(-c2nc3c4c(ncn3n2)-c2ccccc2CC42CCCC2)cc1	-12	0	6	6[fluorescence artefact?]	-6	5	1.8	-19	11
CC1CCN(C(=O)CC2C(=O)Nc3c2c(=O)n(C)c(=O)n3Cc2ccccc2)CC1 (configuration not stated)	8	-1	0	-2[fluorescence artefact?]	-9	-7	0.1	-2	-9
CCN1C(=O)CC(NNC(=O)c2ccccc2)C1=O (configuration not stated)	-12	1	15	4	4	1	0.6	8	3
Nc1c(C(=O)NCCc2ccccc2)sc2nc(N3CCOCC3)c3c(c12)CCCC3	2	34	11	-13	1	30	1.7	-7	-19
COc1ccc(O)c(C(=O)c2cnc3onc(C(C)C)c3c2)c1	-1	2	2	-9	-20	2	-0.3	-10	-6
CCCCCCOC(=O)C(C#N)c1nc2ccccc2nc1N1CCOCC1 (configuration not stated)	99*	-23	-2	-12	-87	-42	-0.5	-3	-9
O=[N+]([O-])c1cccnc1NCCc1ccccc1	4	-2	12	-3	-3	-9	0.5	-5	-9
COC(=O)c1c(NC(=O)C(C)(C)C)csc1C	2	0	17	-3	-12	0	-0.2	-18	-41
CN(CC(=O)Nc1ccc(Cl)cc1)S(=O)(=O)c1cccc2cccnc12	-15	1	0	9	-7	-4	1.4	6	-12
Cc1nnc(SCC(=O)NC2CCCc3ccccc32)n1-c1ccccc1 (configuration not stated)	-4	-1	2	-12	-2	3	nt	-1	6
COc1ccc(NS(=O)(=O)c2cc(NC(=O)c3nn(C)c(=O)c4ccccc34)ccc2OC)cc1	-1	-3	3	3	-10	-2	17	-4	-1
CC(C)CNS(=O)(=O)c1ccc(CCC(=O)N2CCN(c3ccccc3)CC2)cc1	3	-3	-4	-3	1	-1	-0.7	5	-7
CC(C)(C)NC(=O)CN(Cc1ccc(F)cc1)C(=O)Cn1nnc(-c2ccc(F)cc2)n1	-5	-1	12	-9	6	5	1.0	4	4
COC(=O)[C@@H]1C(c2c(OC)cc(OC)cc2OC)=NO[C@H]1C(=O)OC	-15	0	5	15	-2	0	0.4	6	5
C/C(Cc1ccccc1)=N\NC(=O)CNC(=O)c1ccccc1Cl	-6	-2	3	-1	-5	-1	-0.5	-2	-21
COc1ccc(CCn2c(C)cc(C(=O)CCl)c2C)cc1OC	-12	-1	11	-2	-9	0	-1.6	5	-17
Cc1ccc(S(=O)(=O)N2CCCCC2)cc1NC(=O)Cc1c[nH]c2ccccc12	-8	4	0	1[fluorescence artefact?]	-63	3	1.6	-1	-9
Cc1cc(C=O)c(C)n1-c1ccc(N2CCOCC2)c([N+](=O)[O-])c1	-3	-1	4	-10	-11	0	1.4	1	-5
COc1ccc(CCCNC(=O)CC#N)cc1OC	-5	-1	-4	-3	-1	-1	0.1	10	-15
C=CCn1c(N)c(C(=O)N2CCOCC2)sc1=S	-22	1	0	4[fluorescence artefact?]	2	-3	-0.2	-23	-15
CCCc1cc(=O)c2ccc(OCC(C)=O)cc2o1	-10	1	10	2	-2	-6	-0.2	-8	-2
COc1ccccc1CCc1nnc(CCC(=O)N(C)Cc2ccncc2C)o1	-8	0	14	-2	-11	4	-0.5	-4	-12
